# Bioassay records (PubChem)
# ULK1 inh – blocks human autophagy kinase ULK1. O75385. AlphaScreen Atg13 phosphorylation by ULK1, luminescence. inhibition, % at 5.96 µM. 30,000 tested, 1.9% active. AID 1259251; in the data active = inhibition above about 43%;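 note: 0% = median of compound wells and 100% = no enzyme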
# Target sequence (O75385 whole entry, looked up): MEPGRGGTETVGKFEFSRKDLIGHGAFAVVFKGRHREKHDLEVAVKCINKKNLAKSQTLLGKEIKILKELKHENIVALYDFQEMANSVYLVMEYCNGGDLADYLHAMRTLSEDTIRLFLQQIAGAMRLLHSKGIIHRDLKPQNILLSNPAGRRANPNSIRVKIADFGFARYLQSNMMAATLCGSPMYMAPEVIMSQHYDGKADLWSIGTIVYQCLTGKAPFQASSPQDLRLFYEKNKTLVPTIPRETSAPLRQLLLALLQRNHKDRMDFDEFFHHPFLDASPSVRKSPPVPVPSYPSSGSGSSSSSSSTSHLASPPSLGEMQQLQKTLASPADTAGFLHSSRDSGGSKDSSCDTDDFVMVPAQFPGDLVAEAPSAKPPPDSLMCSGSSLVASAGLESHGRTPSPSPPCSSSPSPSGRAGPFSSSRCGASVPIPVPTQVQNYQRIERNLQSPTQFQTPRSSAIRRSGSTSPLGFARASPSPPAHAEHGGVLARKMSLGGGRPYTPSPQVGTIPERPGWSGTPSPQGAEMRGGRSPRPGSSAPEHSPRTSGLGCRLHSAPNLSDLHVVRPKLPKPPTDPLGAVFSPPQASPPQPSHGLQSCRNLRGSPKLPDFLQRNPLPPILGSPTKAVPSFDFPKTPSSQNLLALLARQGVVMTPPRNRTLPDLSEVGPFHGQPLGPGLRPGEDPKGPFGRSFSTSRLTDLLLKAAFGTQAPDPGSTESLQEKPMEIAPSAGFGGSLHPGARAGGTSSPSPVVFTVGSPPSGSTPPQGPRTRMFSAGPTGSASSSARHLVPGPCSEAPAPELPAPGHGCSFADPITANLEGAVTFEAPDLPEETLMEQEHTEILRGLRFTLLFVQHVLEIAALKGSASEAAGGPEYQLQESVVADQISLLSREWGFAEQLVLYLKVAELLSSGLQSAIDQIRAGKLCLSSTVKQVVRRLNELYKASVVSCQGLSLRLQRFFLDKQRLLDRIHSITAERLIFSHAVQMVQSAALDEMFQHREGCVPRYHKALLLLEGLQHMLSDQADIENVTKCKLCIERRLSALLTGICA
# ASK1 primary – inhibitors of human ASK1 kinase. 22,000 tested, 0.99% active. AID 1159602. Q99683. AlphaScreen MKK6 phosphorylation by ASK1, luminescence. inhibition, % at 7.44 µM; in the data active = inhibition above about 35%;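 note: 0% = median of compound wells and 100% = no enzyme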
# Active calls of the source: *; · = not tested or not shown.
ULK1 inh	ASK1 primary	SMILES
-13	·	O=C(O)C1CSC(C(=O)O)N1 (stereo unspecified)
-1	-4	NC(=O)c1ccc(-c2ccc(C(=O)NCc3cccnc3)s2)cc1
-5	-5	O=C(NC1CCN(Cc2ccccc2)CC1)c1ccnc(Nc2nccc3ccccc23)c1
-5	-26	COc1nc(Nc2cc(OC)c(OC)c(OC)c2)nc(-c2c(C)noc2C)n1
-8	9	CCCNc1cc(N2CCc3ccccc3C2)ncn1
-5	·	COC(=O)CNC(=O)c1ncccc1Oc1nc(OC)cc(OC)n1
-22	·	COc1ccc(Cl)cc1S(=O)(=O)Nc1ccc(-c2ccc(N3CCCCC3)nn2)cc1
-5	-1	CC(=O)Nc1ccc(Nc2nc(Nc3ccccc3)nc3c2ncn3CCN2CCCC2=O)cc1
-67	-2	FC(F)(F)c1ccc(Cn2cnc3c(NCCN4CCOCC4)nc(-c4csc5ccccc45)nc32)cc1
4	·	Cc1nn(C(=O)c2ccc3c(c2)OCO3)c(C)c1S(=O)(=O)N1CCC(C)CC1
40	-11	CN1CCN(c2ccc(-c3cccc(C(=O)NCc4cccnc4)c3)cc2)CC1
5	4	O=C(NCCN1CCOCC1)c1ccc(-c2ccc(N3CCOCC3)nc2)s1
2	-9	c1cc(-n2cnc3c(NCCN4CCOCC4)nc(N4CCOCC4)nc32)cs1
-2	-22	Cc1cnc(-c2c(C)noc2C)nc1NCCOc1ccccc1
13	·	CC(CN1c2ccccc2Sc2ccccc21)N(C)C (stereo unspecified)
-3	-2	c1ccc(-c2ccnc(Nc3ccc(-n4cccn4)cc3)n2)cc1
-14	-15	O=C(Nc1ccccc1)c1ccc2nc(Nc3ccccc3)sc2c1
60*	-1	NC(=O)c1ccccc1Nc1cc(Oc2ccc(N3CCNCC3)cc2)ncc1C(F)(F)F
3	4	CCCNc1cc(Nc2ncccn2)ncn1
7	·	CC(=O)O[C@H]1C[C@@H]2CC[C@@H]3[C@H](CC[C@@]4(C)[C@H]3C[C@H]([N+]3(C)CCCCC3)[C@@H]4OC(C)=O)[C@@]2(C)C[C@@H]1[N+]1(C)CCCCC1
7	4	CC(=O)Nc1ccc(NC(=O)C2CCN(c3ccc(Nc4ccc5ncccc5c4)nn3)CC2)cc1
-3	·	Cn1c(=O)c(C(=O)Nc2ccc(I)cc2)c(O)c2ccccc21
-18	·	COc1cc(OC)nc(N2CCC(C(=O)N(C)C)CC2)n1
5	16	CCN(CC)c1nc(N)nc(Cl)n1
13	·	CCCCOc1ccc(C(=O)n2ccn(S(=O)(=O)c3ccc(C)cc3)c2=O)cc1

# Later entries.
ULK1 inh	ASK1 primary	SMILES
-20	·	O=C(NCc1ccccc1Cl)C1CC(=O)N(c2ccc(Br)cc2)C1 (stereo unspecified)
89*	-8	CNC(=O)c1ccccc1Nc1cc(Nc2ccc(C(=O)N(C)C)cn2)ncc1C(F)(F)F
-4	·	CC1(C)Cc2cccc(OCc3ccc(C(=O)NCCCN4CCOCC4)cc3)c2O1
-1	·	COc1ccc(S(=O)(=O)n2nc(C)c(S(=O)(=O)N3CCCC3)c2C)cc1C
1	10	Cn1c(Nc2nc(NC3CC3)c3ncn(Cc4ccc(C(F)(F)F)cc4)c3n2)nc2ccccc21
0	-6	Cc1nn(C)c(C)c1-c1nc(NC2CC2)c2[nH]cnc2n1
-4	6	COc1ccc(CCNC(=O)c2ccnc(Nc3ccnn3C)c2)cc1
-21	-8	O=C(NCc1cccc(C(F)(F)F)c1)c1cccc(NC2CCN(Cc3ccccc3)CC2)n1
4	·	c1cncc(-c2cc(NCCCN3CCOCC3)nc(-c3cccnc3)n2)c1
35	-17	OCCNc1nc(Nc2nccc3ccccc23)nc2c1ncn2C1CCCCC1
-7	4	OCCNc1nc(Nc2ccccc2)nc2c1ncn2Cc1ccc(C(F)(F)F)cc1
5	-5	COc1cc(Nc2cc(Nc3ccccc3C(N)=O)ccn2)ccc1N1CCOCC1
8	·	O=C(Nc1nc(CC(=O)N2CCN(c3ccccc3F)CC2)cs1)NC1CCCC1
-5	-10	CC(C)n1c(Nc2ccccn2)nc2c(NCCN3CCOCC3)ncnc21
68*	16	CC(=O)Nc1ccc(Nc2ccnc(Nc3ccncn3)n2)cc1
-4	-11	CC(C)N(CCNC(=O)c1ccc2nc(Nc3ccccn3)sc2c1)C(C)C
-2	9	CCN(CC)C(=O)C1CCCN(c2nc(NCc3cccc(C(F)(F)F)c3)c3ncn(CCN4CCCC4=O)c3n2)C1 (stereo unspecified)
1	·	O=C(OC(C(=O)O)C(OC(=O)c1ccccc1)C(=O)O)c1ccccc1 (stereo unspecified) (tested in a mixture with another compound)
-7	-7	Nc1nc(NCCO)cc(N2CCOCC2)n1
-6	·	O=C(CC(C(=O)O)C1CCCO1)NC1CCCCC1 (stereo unspecified)
19	7	O=C(NCc1nc2ccccc2[nH]1)C1CCN(c2ccc(N3CCCC3CO)nn2)CC1 (stereo unspecified)
1	-8	NC(=O)c1csc(-c2ccc(C(=O)NC3CC3)cc2)n1
6	-3	CCN(CC)c1nc(Cl)nc(NCc2nc3ccccc3[nH]2)n1
5	·	CSc1sccc1/C=N/Nc1cccc([N+](=O)[O-])c1
6	-12	Nc1nc(NC2CC2)cc(NC2CCN(Cc3ccccc3)CC2)n1

# Further records follow:
ULK1 inh	ASK1 primary	SMILES
3	·	O=C(CN1C(=O)NC2(CCN(Cc3ccccc3)CC2)C1=O)NCCc1ccccc1
3	14	CC(=O)Nc1ccc(Nc2ccnc(N3CCc4ccccc4C3)n2)cc1
-2	-29	Nc1nc(NCc2cccc(C(F)(F)F)c2)cc(N2CCCC2CO)n1 (stereo unspecified)
-12	5	CC(=O)c1cccc(-c2nc(NCc3cccc(C(F)(F)F)c3)c3ncn(Cc4ccc(C(F)(F)F)cc4)c3n2)c1
-7	-9	COc1ccc(Nc2nc(NCC3CCCO3)c3ncn(C(C)C)c3n2)cn1 (stereo unspecified)
15	·	COc1ccc(N2C(=O)CC(Sc3ncccn3)C2=O)cc1 (stereo unspecified)
3	-1	CC(C)N(CCNc1nc(Cl)nc2c1ncn2C(C)C)C(C)C
6	-4	Cc1nn(C)c(C)c1-c1cncc(C(=O)NC2CCN(Cc3ccccc3)CC2)c1
2	-3	O=C(NCc1ccccc1)c1ccc2nc(N3CCOCC3)sc2c1
10	19	COc1cc(NC(=O)c2cccc(-n3cc(Nc4nnnn4-c4ccccc4)cn3)c2)ccc1N1CCOCC1
3	0	c1cncc(CNc2cc(Nc3ccc(N4CCOCC4)cc3)ncn2)c1
53*	9	N[C@H]1CCC[C@H](C(=O)Nc2cccc3c(=O)[nH]cnc23)C1
10	·	CC(=O)Nc1ccc(OCC(O)CNC(C)C)cc1 (stereo unspecified)
-1	·	C=C(C)CSc1nc2c(c(=O)n(C)c(=O)n2C)n1CC(=C)C
9	22	NC(=O)c1ccc(-c2ncc(C(=O)Nc3ccc(Oc4ccccc4)cc3)s2)cc1
5	13	COc1ccc(CCNc2cc(Nc3cccnc3)nc(N)n2)cc1
-6	-26	Cc1ccc(-c2ncn(-c3ccc(Nc4cc(Nc5ccccc5C(N)=O)c(C)cn4)cc3)n2)cn1
1	0	Cc1ccc(-c2ncn(-c3ccc(Nc4ncc(F)c(-c5cc(F)cc(N6CCOCC6)c5)n4)cc3)n2)cn1
45*	0	COc1cc(Nc2ccnc(-c3ccc(C(=O)NC4CC4)cc3)n2)cc(OC)c1OC
-15	19	c1nc2nc(NCc3ccc4c(c3)OCO4)nc(Nc3ccc4c(c3)OCO4)c2[nH]1
-1	1	COc1ccc(-c2nc(N)c3cc(OC)c(OC)cc3n2)cc1
-8	-5	COc1ccc(-c2nccc(Nc3ccc(Oc4ccccc4)cc3)n2)cn1
-4	0	OCCNc1cc(Nc2ccccc2)ncn1
-18	-19	CC(C)N(CCNc1cc(N2CCN(Cc3ccc4c(c3)OCO4)CC2)ncn1)C(C)C
6	·	Cc1ccc(S(=O)(=O)n2ccn(C(=O)c3ccc(F)cc3)c2=O)cc1

# Gathered by group, the entries above with a thiophene ring, fused or not (five)
ULK1 inh	ASK1 primary	SMILES
-1	-4	NC(=O)c1ccc(-c2ccc(C(=O)NCc3cccnc3)s2)cc1
-67	-2	FC(F)(F)c1ccc(Cn2cnc3c(NCCN4CCOCC4)nc(-c4csc5ccccc45)nc32)cc1
5	4	O=C(NCCN1CCOCC1)c1ccc(-c2ccc(N3CCOCC3)nc2)s1
2	-9	c1cc(-n2cnc3c(NCCN4CCOCC4)nc(N4CCOCC4)nc32)cs1
5	·	CSc1sccc1/C=N/Nc1cccc([N+](=O)[O-])c1

# Other entries follow.
ULK1 inh	ASK1 primary	SMILES
-11	-3	NC(=O)c1ccc(-c2cncc(C(=O)NCCN3CCOCC3)c2)cc1
10	·	COc1ccc(C(=O)Cn2c(-c3nnc(C)o3)cc3ccccc32)cc1
-16	-12	COc1cccc(CNC(=O)c2cn(C)c3cc(-c4cn[nH]c4)ccc23)c1
0	-9	CC(C)N(CCNC(=O)c1cnc(N2CCc3ccccc3C2)s1)C(C)C
7	4	c1ccc(Nc2cc(Nc3nccc4ccccc34)ncn2)cc1
-19	-2	O=C(Nc1ccccc1)c1cnc(N2CCc3ccccc3C2)s1
5	·	OC1CCN(c2nc3ccccc3n3ccnc23)CC1
-17	·	Oc1ccc(OCc2ccccc2)cc1
1	·	CC1(C)C[C@@H]1C(=O)N/C(=C\CCCCSC[C@H](N)C(=O)O)C(=O)O
-1	-10	CN1CCN(C(=O)c2ccc(-c3nc4ncnc(NCCc5ccc(O)cc5)c4[nH]3)cc2)CC1
4	5	COc1cc(Nc2cc(NCCO)ncn2)cc(OC)c1OC
-7	-16	OCCNc1nc(NCc2cccnc2)nc2c1ncn2Cc1ccc(C(F)(F)F)cc1
-6	-8	COc1ccc(CCNc2nc(-c3csc4ccccc34)nc3c2ncn3-c2ccsc2)cc1
2	-2	O=C(NCCO)c1ccnc(N2CCN(Cc3ccc4c(c3)OCO4)CC2)c1
3	·	O=C1OC2(c3ccc(O)cc3Oc3cc(O)ccc32)c2ccccc21
-8	·	CN(C)c1nc(NCc2ccccc2)nc(N/N=C/c2ccccc2C(F)(F)F)n1
-12	13	COc1cc(-c2cn[nH]c2)ccc1C(=O)NCCc1c[nH]c2ccccc12
-7	11	N[C@@H](Cc1ccc(Br)cc1)C(=O)N1CCCC(c2nc(-c3ccncc3)no2)C1 (stereo partly specified)
11	15	Nc1nc(-c2ccc(N3CCOCC3)nc2)nc2c1ncn2C1CCCCC1
7	-1	CCCNC(=O)c1csc(N2CCN(Cc3ccc4c(c3)OCO4)CC2)n1
-29	2	COc1cc(Nc2nc(-c3c(C)noc3C)nc3c2ncn3-c2ccsc2)cc(OC)c1OC
-8	·	CCCCOC(=O)Nc1cccc([N+](=O)[O-])c1
3	-9	O=C(NCc1cccc(C(F)(F)F)c1)C1CCN(c2ccc(Cl)nn2)CC1
2	-4	Cc1cnc(N2CCC(N3CCOCC3)CC2)nc1NCc1cccnc1
-4	-3	COc1ccc2c(c1)C[C@H](C(=O)Nc1ccc(-c3cn[nH]c3)cc1OCCO)NC2

# Next section:
ULK1 inh	ASK1 primary	SMILES
9	4	Cc1cc(NCCO)nc(NC2CCC(O)CC2)n1 (stereo unspecified)
-6	·	COc1ccc(/C=C2\C(=O)NN(c3cccc(Cl)c3)C2=O)cc1OC
-2	-12	CC(C)n1cnc2c(NC3CC3)nc(NCc3ccc4c(c3)OCO4)nc21
-4	·	O=C(Nc1ccccn1)c1ccc([N+](=O)[O-])o1
-1	2	Cc1cc(-c2ccncc2)cc2[nH]c(C3COc4ccccc4O3)nc12 (stereo unspecified)
0	1	O=C(Nc1ccccc1)c1csc(Br)n1
0	14	CC(C)n1c(-c2csc3ccccc23)nc2c(NCCOc3ccccc3)ncnc21
-2	12	COc1cc(NC(=O)c2csc(Nc3cnccn3)n2)cc(OC)c1OC
1	·	NC(N)=NCC1COc2ccccc2O1 (stereo unspecified)
3	-6	COc1cc(Nc2cc(C)nc(Nc3ncccn3)n2)cc(OC)c1OC
1	17	Cc1ccc(C(=O)NCc2nc(-c3ccncc3)n[nH]2)s1
-10	-1	O=C(NC1CC1)c1ccc(-c2ncc(C(=O)NCc3cccnc3)s2)cc1
-2	17	Cn1c(Nc2nccc(Nc3ccc4c(c3)OCO4)n2)nc2ccccc21
5	2	OCC1CCCN1c1nc(NCCc2ccc(O)cc2)c2ncn(-c3ccccc3)c2n1 (stereo unspecified)
-17	2	FC(F)(F)Oc1cccc(-c2nccc(Nc3ccc(OCCN4CCCCC4)cc3)n2)c1

# In another format: 5 of the compounds above
mol	ULK1 inh	ASK1 primary
CC(=O)Nc1ccc(NC(=O)C2CCN(c3ccc(Nc4ccc5ncccc5c4)nn3)CC2)cc1	7	4
c1ccc(-c2ccnc(Nc3ccc(-n4cccn4)cc3)n2)cc1	-3	-2
c1ccc(Nc2cc(Nc3nccc4ccccc34)ncn2)cc1	7	4
COc1cc(Nc2cc(NCCO)ncn2)cc(OC)c1OC	4	5
CCCNC(=O)c1csc(N2CCN(Cc3ccc4c(c3)OCO4)CC2)n1	7	-1
